POLH inh: inhibitors of human DNA polymerase eta. Potency, µM (titrated, usually from 114 µM), without a hit: top-dose activity change, negative = inhibition, most hits filed as inhibitors. 1.2% of 390,000 active. Q9Y253. recombinant Pol eta, fluorescent DNA replication assay; further: on the % scale 0 is the no-effect control and ±100 the full control effect
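Pol eta at 10 nM preincubated with compounds 15 min at room temperature; reaction started with fluorescent substrate (50 nM final) and read kinetically at 0 and 10 min.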
G9a inh: G9a (human) methyltransferase inhibition; Q96KQ7; G9a H3K9 monomethylation, AlphaScreen, 2 h; Potency, µM (top dose mostly 102 µM), for the others: at the highest dose activity, negative = inhibition, hits mostly inhibitors; 8.8% of 350,000 active; AID 504332; further: on the % scale 0 is the no-effect control and ±100 the full control effect; nearly all actives have a fitted effect of over 75% in size
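Compounds were preincubated with 20 nM G9a for 15 min, after which biotinylated H3K9 peptide (500 nM) and SAM (20 uM) started a 2 h room-temperature reaction. Monomethylated product was quantified by antibody-based AlphaScreen chemiluminescence.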
Pol kappa inh: DNA polymerase kappa (human) inhibition. 0.53% of 400,000 active. Potency, µM (top dose mostly 107 µM), for inactives: at the top dose activity, negative = inhibition, usual class: inhibitors. AID 588579. purified Pol kappa, fluorescent DNA synthesis assay, 10 min; further: on the % scale 0 is the no-effect control and ±100 the full control effect
Target sequence (Q9UBT6 whole entry, looked up): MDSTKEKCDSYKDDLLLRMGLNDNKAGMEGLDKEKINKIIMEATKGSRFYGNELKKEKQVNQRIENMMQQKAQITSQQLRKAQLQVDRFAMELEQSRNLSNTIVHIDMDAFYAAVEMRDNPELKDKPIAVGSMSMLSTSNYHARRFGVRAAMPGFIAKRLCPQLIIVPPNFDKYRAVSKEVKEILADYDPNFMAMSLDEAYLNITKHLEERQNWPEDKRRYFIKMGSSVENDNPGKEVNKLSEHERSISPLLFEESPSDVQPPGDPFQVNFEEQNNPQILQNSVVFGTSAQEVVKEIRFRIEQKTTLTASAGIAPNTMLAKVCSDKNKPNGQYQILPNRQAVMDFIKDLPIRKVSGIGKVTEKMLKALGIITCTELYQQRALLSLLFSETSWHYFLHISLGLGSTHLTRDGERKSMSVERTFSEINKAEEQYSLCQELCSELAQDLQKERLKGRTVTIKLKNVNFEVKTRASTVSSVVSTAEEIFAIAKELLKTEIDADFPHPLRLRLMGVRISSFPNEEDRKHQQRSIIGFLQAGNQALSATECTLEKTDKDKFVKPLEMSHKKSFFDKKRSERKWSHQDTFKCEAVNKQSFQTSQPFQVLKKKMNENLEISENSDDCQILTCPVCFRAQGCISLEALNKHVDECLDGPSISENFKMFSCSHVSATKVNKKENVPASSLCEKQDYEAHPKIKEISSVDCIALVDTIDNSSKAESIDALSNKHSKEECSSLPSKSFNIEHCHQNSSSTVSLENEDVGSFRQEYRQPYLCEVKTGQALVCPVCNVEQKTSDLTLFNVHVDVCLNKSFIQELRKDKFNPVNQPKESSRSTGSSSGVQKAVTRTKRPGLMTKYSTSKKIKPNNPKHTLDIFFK
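10 nM Pol kappa was preincubated with compounds for 15 min at room temperature. Reaction started with 50 nM (final) substrate. Fluorescence read kinetically at 0 and 10 min.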
BAZ2B inh: BAZ2B (human) inhibition | Q9UIF8 | AlphaScreen BAZ2B-H3K14Ac peptide displacement | Potency, µM (titrated, usually from 114 µM), inactives show at the top dose activity change, negative = inhibition, hits mostly inhibitors | 4.4% of 360,000 active | AID 504333; further: on the % scale 0 is the no-effect control and ±100 the full control effect; nearly all actives have a fitted effect of over 60% in size
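BAZ2B (50 nM) with biotin-H3(5-23)K14Ac peptide (50 nM) in PBS pH 7.4, 0.01% Tween-20, preformed 30 min, then compound 30 min at room temperature; top concentration 110uM. AlphaScreen streptavidin donor/nickel chelate acceptor beads (10 ug/mL final), 20 min dark, signal read.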
Pol beta inh: blocks human DNA polymerase beta activity. 1.3% of 340,000 active. P06746. Potency, µM (top dose mostly 114 µM), for inactives: top-dose activity change, negative = inhibition, most hits filed as inhibitors. Pol beta primer extension/strand displacement, fluorescence kinetic; further: on the % scale 0 is the no-effect control and ±100 the full control effect
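Human Pol beta at 10 nM; strand-displacement substrate 50 nM final. Compound exposure 15 min at room temperature before start, reaction 10 min at room temperature.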
APE1 inh: blocks human APE1 abasic DNA cleavage; AID 2517; 0.35% of 350,000 active; P27695; Potency, µM (doses to about 65.8 µM), for the others: top-dose activity change, negative = inhibition, actives largely listed as inhibitors; recombinant APE1, TAMRA/BHQ-2 abasic DNA cleavage fluorescence;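 further: plate controls were vehicle for no effect and reference inhibitor for full effect; nearly all actives have a fitted effect of over 55% in size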
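Substrate: short duplex with […] THF abasic site, 5'-TAMRA and 3'-BHQ-2, 50 nM final. APE1 at 0.75 nM, preincubated 15 min RT with compound. Fluorescence increase from first to third read measured activity.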
POLI inh: DNA polymerase iota (human) inhibition; Q9UNA4; Pol iota fluorescent replication assay, 10 min; Potency, µM (highest dose often 115 µM), without a hit: at the top dose activity, negative = inhibition, hits mostly inhibitors; 1% of 390,000 active; AID 588590
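Pol iota at 10 nM preincubated 15 min with compounds at room temperature; reaction started with fluorescent substrate, 50 nM final. Fluorescence read kinetically at 0 and 10 min; buffer-only wells as negative control.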
JMJD2A Tudor inh: blocks the human JMJD2A Tudor domain; O75164; AlphaScreen JMJD2A-Tudor / H3K4me3 peptide binding; Potency, µM (series often up to 114 µM), inactives show at the highest dose activity change, negative = inhibition, hits mostly inhibitors; 4.4% of 390,000 active; AID 504339; further: on the % scale 0 is the no-effect control and ±100 the full control effect; nearly all actives have a fitted effect of over 50% in size
BLM helicase inh: Bloom syndrome helicase (human) inhibition; P54132; recombinant BLM DNA unwinding, fluorescence dequenching; Potency, µM (top dose mostly 56.1 µM), inactives show at the highest dose activity change, negative = inhibition, actives largely listed as inhibitors; 0.2% of 350,000 active; AID 2528;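 further: plate controls were vehicle for no effect and no enzyme for full effect; nearly all actives have a fitted effect of over 35% in size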
Starred values were filed as active, the others as inactive; ? = inconclusive; . = not tested or not shown; & = joins results of further samples; [ ] = remark or other dose. The call rests on the fitted dose curve; in most records, active means well fitted curve in the direction sought with a large enough effect; inconclusive means small, poorly fitted or top-dose-only effect, or another doubt; inactive means no such curve, though single readings can be large; an effect the other way counts as inactive or inconclusive. Potency means the concentration at half of the fitted maximal effect.

SMILES	POLH inh	G9a inh	Pol kappa inh	BAZ2B inh	Pol beta inh	APE1 inh	POLI inh	JMJD2A Tudor inh	BLM helicase inh
O=C(NCc1cccs1)c1ccc(N2CCCC2=O)cc1	2.3%	23.4%[59 µM]	-12.1%	-4.8%	1.3%	0.7%	9.8%	-8.7%	0.7%
O=C(CSc1nnc(-c2cccs2)n1-c1ccccc1)NCC1CCCO1 (stereo not given)	7.2%	7.8%[59 µM]	-9.0%	5.7%	0.9%	-3.5%	18.3%	2.3%[57.1 µM]	-1.8%
Cc1ccc(NC(=O)c2cc(-c3cc(C)c(C)cc3O)n[nH]2)cc1C	2.1%	2.8%	-17.0%[60.1 µM]	-2.9%	-2.4%	9.9%	2.1%	-12.1%	-3.0%
CCOc1ccc(Cl)cc1CNCCCSc1ncccn1	-14.7%	.	7.0%	-34.7%	10.4%	8.3%	22.7%	-3.0%	5.0%
Cc1noc(C)c1S(=O)(=O)N1CCC(C(=O)N2CCN(c3ccc(F)cc3)CC2)CC1	-14.4%	-5.5%[2.33 µM]	9.6%	5.9%	26.4%	9.8%	7.5%	-11.7%	-0.5%
CCN(CC)c1ccc(C2C(C(=O)OC(C)C)C(=O)CC(C)(O)C2C(=O)OC(C)C)cc1 (stereo not given)	-1.2%	?	1.3%	-1.4%	23.1%	0.2%	-3.7%	-14.2%	2.2%
O=S(=O)(NCCCc1ccccc1)c1ccc(F)c(F)c1	-7.4%	16.0%	-8.9%	39.0%[activator]	-22.6%	31.7%	-25.8%	7.4%	-4.9%
COCCN(C(=S)Nc1cccc(OC)c1)C(C)c1cccs1 (stereo not given)	-14.9%	1.1%[59 µM]	-4.7%	10.9%	12.9%	18.1%	4.3%	2.1%	2.3%
CC(=O)Nc1ccc(S(=O)(=O)N2c3ccc(F)cc3CCC2C)cc1 (stereo not given)	-21.5%	.	-5.6%	.	.	.	28.2%	-14.1%	.
COc1cc(OC)c(Nc2nc3ccc(C)cc3n3nnnc23)cc1Cl	5.6%	-5.5%[59 µM]	-4.0%	-2.0%	-2.5%	.	28.9%	6.6%	-2.7%
O=C(NCc1ccco1)c1sc2cc(Cl)ccc2c1Cl	-8.4%	?	-7.0%	4.0%	-0.2%	1.1%	-15.7%	-1.2%	-3.8%
Cc1ccc(-n2nnnc2SC(C)C(=O)Nc2ccc(Cl)cn2)cc1 (stereo not given)	-16.0%	43.4%[59 µM]	-5.5%	50.4%[activator]	-6.2%	-5.1%	-15.3%	9.3%	-1.6%
C#CCOCCOCCOCCNc1nc(N2CCN(C(=O)C([C@@H](C)CC)n3cc(C(N)CC(C)C)nn3)CC2)nc(N2CCN(C(=O)[C@H](CCC(=O)O)n3cc(C(N)CC(C)C)nn3)CC2)n1 (stereo not given in full)	4.0%	-39.2%[12.7 µM]	-9.6%	79.4µM*	-22.9%	-7.8%	-15.6%	79.4µM*	1.0%
O=c1cnnc(Nc2ccccc2F)[nH]1	-4.7%	2.7%	-4.6%	-7.9%	3.8%	1.3%	-14.2%	-11.3%	-8.4%
COc1ccc(/C=C/C(=O)Nc2ccncc2)cc1OC	-19.4%	14.0%	-6.5%	1.4%	-14.5%	1.0%	54.6%[activator]	-16.8%	-2.2%
CCOc1ccccc1N(CC)C(=O)c1ccc2c(=O)n3c(nc2c1)CCCCC3	2.9%	14.3%	-9.9%&-6.5%	-4.0%&-0.5%	1.4%&5.6%	-1.7%	12.9%&15.3%	-8.3%&-1.7%	-3.0%&0.8%
O=C(NCCN1CCOCC1)c1cc2sccc2n1Cc1ccc(F)cc1	-13.3%	-1.1%[12.7 µM]	-14.3%	-34.1%	25.5%	0.2%	7.2%	-22.4%	0.7%
COc1ccc(C(c2c(O)ccc3ccccc23)N2CCOCC2)c(OC)c1 (stereo not given)	-19.3%	31.6µM*	-4.3%	-9.6%	7.1%	-8.5%	3.4%	89.1µM*	-12.1%
O=C(c1ccc(Cl)cc1)N1CCCC(C(=O)N2CCN(c3ccccc3)CC2)C1 (stereo not given)	-9.7%	.	-4.9%	-8.4%	1.1%	4.5%	-19.1%	-33.2%	-13.3%
N#Cc1ccccc1OCC(=O)Nc1ccc2c(c1)OCCO2	-16.6%	-3.9%[12.7 µM]	-5.7%	7.3%	.	-2.8%	-6.2%	-6.0%	.
CCN1CCCC1CNC(=O)c1cc2cc(OC)c(OC)cc2[nH]1 (stereo not given)	-14.7%	-6.9%	-6.3%	-1.8%	6.4%	9.9%	59.3%[activator]	-23.6%	-3.4%
CCOc1ccc(NC(=O)c2ccc(N3CC4CC(C3)c3cccc(=O)n3C4)c(NC(=O)c3cccnc3)c2)cc1 (stereo not given)	-19.6%	7.1%	-5.7%	-9.2%	18.0%	17.0%	54.0%[activator]	-10.1%	-0.6%
Fc1ccc(NCc2ccccc2-c2nnc(-c3ccccc3Cl)o2)cc1	-19.5%	6.3%[59 µM]	-14.6%	2.0%	6.9%	.	?	-13.0%	1.0%
CCCCN(CCCNC(=O)c1cc(Nc2cccc(SC)c2)nc2ccccc12)Cc1ccccc1	-10.4%	-0.4%[59 µM]	-17.4%	.	0.7%	.	-29.9%	-21.0%	-13.3%
COC(=O)c1cc(C#N)c(N2CC(C)OC(C)C2)nc1C (stereo not given)	3.7%	7.9%	-2.0%	1.7%	15.5%	2.6%	11.3%	6.3%	-2.6%
CN(C)CCN(C(=O)c1ccccc1Cl)c1nc2c(Cl)cccc2s1	-17.8%	10µM*	-15.5%	-64.5%	-1.7%	5.1%	0.3%	25.1µM*	-3.6%
FC(F)(F)c1nc(NCC2CCCO2)c2nnn(Cc3ccccc3Cl)c2n1 (stereo not given)	-5.9%	7.1%	-11.2%	-1.1%	24.3%	-2.0%	6.3%	-11.6%	1.9%
CC1CCN(CCCNC(=O)c2cc(Sc3ccc(F)cc3)nc3ccccc23)CC1	-6.7%	0.5%[59 µM]	-4.5%[60.1 µM]	-4.3%	-2.5%	.	?	-28.7%	-8.7%
COc1ccc(-c2nn(C)c3sc(C(=O)NCc4ccco4)cc23)cc1OC	?	-12.5%[59 µM]	-14.6%	6.9%	12.6µM*	4.8%	?	-5.3%[11.4 µM]	0.4%
COc1cccc(N2CCN(C(=O)c3ccc(CS(=O)Cc4ccc(C)cc4)o3)CC2)c1 (stereo not given)	-11.0%	-2.6%	-4.2%	-24.8%	10.2%	-8.0%	-12.0%	-31.6%	0.9%
O=[N+]([O-])c1ccc(O)c(/C=N/NC2=NS(=O)(=O)c3ccccc32)c1	-7.7%	?	4.1%	1.78µM*	0.2%	4.5%	27.0%	20µM*	-1.3%
Cc1ccccc1OCC(=O)Nc1ccc2c(c1)OCO2	-20.8%	45.8%[12.7 µM]	-5.5%	-5.0%	20.2%	-2.9%	22.5%	-19.3%	-1.3%
N#Cc1ccc(COc2ccc(CCO)cc2-n2nc3ccccc3n2)cc1	-11.9%	-11.5%[12.7 µM]	-4.2%	5.5%	?	-2.9%	6.8%	-4.8%	3.2%
CC[C@@H](NS(=O)(=O)c1ccc(C)cc1)C(=O)Oc1ccc2c3c(c(=O)oc2c1)CCC3	-23.1%	0.8%[59 µM]	-3.5%	7.8%	-18.7%	-0.1%	10.1%	-11.7%	-1.0%
N#Cc1cc2c(nc1SCc1ccc(Cl)nc1)CCCCC2	-20.2%	30.0%[12.7 µM]	-7.3%	30.5%[activator]	-0.7%	-2.6%	0.8%	74.8%[activator]	-8.3%
O=C(O)CCCNC(=O)c1ccccn1	-8.7%	-1.1%	-1.7%	-0.1%	37.1%	28.2%	-4.4%	?	-0.3%

Given with values under each structure: three of the compounds above
Below each SMILES – POLH inh	G9a inh	Pol kappa inh	BAZ2B inh	Pol beta inh	APE1 inh	POLI inh	JMJD2A Tudor inh	BLM helicase inh
- COc1cccc(N2CCN(C(=O)c3ccc(CS(=O)Cc4ccc(C)cc4)o3)CC2)c1 (stereo not given)
    -11.0%	-2.6%	-4.2%	-24.8%	10.2%	-8.0%	-12.0%	-31.6%	0.9%
- O=[N+]([O-])c1ccc(O)c(/C=N/NC2=NS(=O)(=O)c3ccccc32)c1
    -7.7%	?	4.1%	1.78µM*	0.2%	4.5%	27.0%	20µM*	-1.3%
- Cc1ccccc1OCC(=O)Nc1ccc2c(c1)OCO2
    -20.8%	45.8%[12.7 µM]	-5.5%	-5.0%	20.2%	-2.9%	22.5%	-19.3%	-1.3%

Further entries:
SMILES	POLH inh	G9a inh	Pol kappa inh	BAZ2B inh	Pol beta inh	APE1 inh	POLI inh	JMJD2A Tudor inh	BLM helicase inh
O=S(=O)(NC1CCCCC1NS(=O)(=O)c1ccc(F)cc1)c1ccc(F)cc1 (stereo not given)	-4.3%	-23.9%[12.7 µM]	-11.1%	9.2%	-1.9%	5.7%	9.7%	-3.6%	-3.9%
CCOC(=O)c1nc(Nc2ccc(OC)cc2)c2ccccc2n1	-17.1%	12.7%[2.33 µM]	3.0%&-6.7%	4.0%&14.3%	-19.9%&1.0%	55.1%[activator]	21.4%&47.9%	-11.4%&-6.6%	-2.1%&-1.7%
CCOc1cc(CNn2cnnc2)cc(Br)c1OCC(=O)NC1CCCCC1	-6.2%	-15.0%[59 µM]	-16.8%	-1.3%	16.6%	1.0%	8.0%	-11.2%	-15.2%
Cc1c(NC(=O)C(C)OC(=O)c2c3c(nc4ccccc24)CCC3)c(=O)n(-c2ccccc2)n1C (stereo not given)	50.1µM*	50.1µM*	-24.2%	50.1µM*	?	0.4%	31.6µM*	?	-25.9%
CCn1c2ccccc2c2cc(N=C3SC(CC(=O)Nc4ccccc4OC)C(=O)N3C)ccc21 (stereo not given)	4.8%	37.6%[12.7 µM]	-5.7%	-30.1%	17.4%	-4.8%	14.8%	-5.7%	-5.2%
Cc1c(CCNC(=O)c2ccc(C(F)(F)F)cc2)sc2nc(-c3ccc(F)cc3)nn12	-23.2%	-4.1%[59 µM]	-10.0%[60.1 µM]	1.2%	-1.1%	.	-9.3%	-12.0%	1.2%
CC(=O)c1cccc(CN2CCCC(C(=O)Nc3ccc(-c4ccco4)cc3)C2)c1 (stereo not given)	?	10µM*	-6.5%	39.8µM*	-2.2%	2.2%	44.7µM*	?	-6.1%
O=C(c1ccc(COc2c(F)c(F)c(F)c(F)c2F)o1)N1CCOCC1	2.9%	-20.3%[12.7 µM]	-13.4%	-7.8%	-12.6%	-7.8%	-1.1%	-17.8%	-1.3%

Screening data: PubChem BioAssay, National Center for Advancing Translational Sciences (NCATS)

A portion of the library; rates above refer to the full screens.
